# Assay outcomes: PubChem, National Center for Advancing Translational Sciences (NCATS)
# RECQ1 inh = qHTS Assay for Inhibitors of RecQ-Like Dna Helicase 1 (RECQ1); ATP-dependent DNA helicase Q1 (Homo sapiens), P46063; Potency, µM (series often up to 57.3 µM), without a hit: at the top dose activity, negative = inhibition, hits mostly inhibitors; RECQ1 DNA unwinding, red fluorescence kinetic read; 240,000 compounds, 0.54% hits; AID 2549, 2010;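 note: plate controls were vehicle for no effect and no enzyme for full effect; nearly all actives have a fitted effect of over 30% in size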
# Target sequence (P46063 whole entry, looked up): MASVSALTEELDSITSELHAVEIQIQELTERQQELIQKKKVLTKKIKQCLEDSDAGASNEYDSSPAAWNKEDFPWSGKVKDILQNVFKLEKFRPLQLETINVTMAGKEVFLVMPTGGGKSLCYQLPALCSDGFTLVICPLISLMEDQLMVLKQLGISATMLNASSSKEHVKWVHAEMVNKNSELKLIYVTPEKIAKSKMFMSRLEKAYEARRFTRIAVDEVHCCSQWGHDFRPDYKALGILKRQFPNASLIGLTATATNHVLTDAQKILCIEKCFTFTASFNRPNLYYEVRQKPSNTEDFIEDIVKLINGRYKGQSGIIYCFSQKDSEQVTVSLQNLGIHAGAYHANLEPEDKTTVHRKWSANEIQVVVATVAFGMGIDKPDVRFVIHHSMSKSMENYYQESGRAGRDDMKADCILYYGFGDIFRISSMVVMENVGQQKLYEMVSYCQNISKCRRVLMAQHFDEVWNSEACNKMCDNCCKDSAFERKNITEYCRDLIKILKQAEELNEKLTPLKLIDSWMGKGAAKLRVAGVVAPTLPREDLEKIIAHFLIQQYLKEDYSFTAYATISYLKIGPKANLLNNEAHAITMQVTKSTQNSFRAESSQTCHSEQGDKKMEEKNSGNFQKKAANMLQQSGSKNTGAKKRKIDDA
#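 50 nM RECQ1T1 preincubated 15 min with compound in Tris pH 8.0 buffer with MgCl2, DTT, Tween-20 and 2.5 ug/ml poly(dI-dC); started with 200 nM TAMRA/BHQ-2 forked duplex and 2 mM ATP. Unwinding read as fluorescence (525/598 nm), two reads 2 h apart.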
# TRb-SRC2 inh = qHTS for Inhibitors of the Interaction of Thyroid Hormone Receptor and Steroid Receptor Coregulator 2. TRbeta-SRC2 peptide binding, fluorescence polarization; receptor liganded with 1 µM T3. Potency, µM (doses to about 106 µM), inactives show top-dose activity change, negative = inhibition, actives largely listed as inhibitors. 280,000 compounds, 0.065% hits;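 note: plate controls were bound peptide for no effect and peptide without receptor for full effect; nearly all actives have a fitted effect of over 50% in size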
#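 Decrease in fluorescence polarization of 20 nM Texas Red SRC2 coactivator peptide flagged inhibition of its binding to 0.6 uM TRb LBD; 1 uM T3 included, incubation 5 hr, ex 555/em 632 nm.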
# SMN2 splice up = qHTS Assay for Enhancers of SMN2 Splice Variant Expression; HEK293 SMN2-luciferase splicing reporter, luminescence, 30-36 h; Potency, µM (titrated, usually from 46.1 µM), without a hit: at the top dose activity change, positive = activation, most hits filed as activators; 210,000 compounds, 2.8% hits; note: % of control where 0% means no effect; nearly all actives have a fitted effect of over 55% in size
#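 HEK293 cells carry an SMN2 […]–luciferase reporter in which exon 7 inclusion puts luciferase in frame. Cells were plated 10-12 h before compound addition, then incubated 30-36 h at 37C. ONE-Glo luminescence was read; sodium butyrate at 4.5 mM final served as control.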
# ALDH1A1 inh = qHTS Assay for Inhibitors of Aldehyde Dehydrogenase 1 (ALDH1A1); Potency, µM (titrated, usually from 75.3 µM), for inactives: at the top dose activity, negative = inhibition, most hits filed as inhibitors; Purified ALDH1A1, NADH fluorescence, propionaldehyde substrate; Aldehyde dehydrogenase 1A1 (Homo sapiens), P00352; 220,000 compounds, 7.3% hits; active = well fitted inhibition curve with a large enough effect, not every such curve was filed as active; inconclusive = small, poorly fitted or top-dose-only effect, or another doubt; inactive = no such curve, though single readings can be large or run the other way;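 note: plate controls were no enzyme wells and a reference inhibitor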
# JMJD2E inh = qHTS Assay for Inhibitors of Human Jumonji Domain Containing 2E (JMJD2E); 230,000 compounds, 1.6% hits; Lysine-specific demethylase 4E (Homo sapiens), B2RXH2; Potency, µM (titrated, usually from 57.1 µM), for the others: at the top dose activity change, negative = inhibition, most hits filed as inhibitors; JMJD2E catalytic domain, FDH-coupled NADH fluorescence (FDH is formaldehyde dehydrogenase); active = well fitted inhibition curve with a large enough effect, not every such curve was filed as active; inconclusive = small, poorly fitted or top-dose-only effect, or another doubt; inactive = no such curve, though single readings can be large or run the other way;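 note: 0% = wells with enzyme and -100% = buffer wells without enzyme; nearly all actives have a fitted effect of over 50% in size; many of its hits are not listed in these tables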
# Target sequence (B2RXH2 1-337 limits assumed): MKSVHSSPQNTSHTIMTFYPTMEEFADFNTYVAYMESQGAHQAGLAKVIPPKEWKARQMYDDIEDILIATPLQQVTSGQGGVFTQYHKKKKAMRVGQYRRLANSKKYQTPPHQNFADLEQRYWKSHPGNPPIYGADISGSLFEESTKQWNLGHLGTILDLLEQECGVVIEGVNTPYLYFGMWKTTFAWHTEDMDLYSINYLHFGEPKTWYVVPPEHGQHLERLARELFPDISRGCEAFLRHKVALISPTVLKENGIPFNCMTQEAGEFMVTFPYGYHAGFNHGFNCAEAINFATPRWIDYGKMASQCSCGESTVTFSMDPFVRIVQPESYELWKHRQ
# GoLoco inh red = qHTS Assay for Inhibitors of RGS12 GoLoco Motif Activity (Red Fluorophore). Gai1:RGS12 GoLoco peptide FP, rhodamine, 10 min. Potency, µM (series often up to 61.6 µM), for inactives: at the highest dose activity, negative = inhibition, hits mostly inhibitors. 230,000 compounds, 0.44% hits. AID 880, 2007; active = well fitted inhibition curve with a large enough effect, not every such curve was filed as active; inactive = no such curve, though single readings can be large or run the other way; note: % is set by controls: 0 for no effect and ±100 for the full control effect; nearly all actives have a fitted effect of over 30% in size; many of its hits are not listed in these tables
# TR SRC2 fluor cs = Total Fluorescence Counterscreen for Inhibitors of the Interaction of Thyroid Hormone Receptor and Steroid Receptor Coregulator 2 | AID 1479, 2009 | Potency, µM (top dose mostly 106 µM), for the others: at the top dose fluorescence change, negative = quenching | 280,000 compounds, 0.29% hits | TRb/SRC2 Texas Red total fluorescence interference; active = well fitted curve in either direction with a large enough effect; inconclusive = small, poorly fitted or top-dose-only effect; note: % is set by controls: 0 for no effect and ±100 for the full control effect
#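 Human TRb ligand-binding domain at 0.6 uM with 20 nM Texas Red SRC2 peptide in Tris buffer containing 1 uM T3 and 5% DMSO, incubated with compound 5 h at ambient temperature. Total fluorescence (555/632 nm) calculated as parallel + 2 × perpendicular.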
# Lamin A splicing = qHTS Assay for Modulators of Lamin A Splicing | Potency, µM (series often up to 46.1 µM), without a hit: top-dose ratio change, negative = inhibition, usual class: inhibitors | 200,000 compounds, 0.01% hits | HeLa LMNA splicing GFP/RFP minigene ratio, 48 h; active = well fitted inhibition curve with a large enough effect in the signal ratio, with a control signal flat, not every such curve was filed as active; inconclusive = small, poorly fitted or top-dose-only effect, or effect the other way, or a change in a side signal; the % refers to the signal ratio; note: % is set by controls: 0 for no effect and ±100 for the full control effect
#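 Read-out is the ratio of GFP to DsRed2 object intensity, acquired by 488 nm laser-scanning cytometry on HeLa lamin A-EGFP minigene reporter cells. Compound incubation 48 hrs at 37 °C in Opti-MEM with 2% FBS; DMSO 0.5% final.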
# An asterisk follows results filed as active; i = inactive; ? = inconclusive; nt = not tested or not shown; & = joins results of further samples; [ ] = dose if it differs, or a comment. Unless noted, calls come from the whole dose curve; as a rule, active = well fitted curve in the direction sought with a large enough effect; inconclusive = small, poorly fitted or top-dose-only effect, or another doubt; inactive = no such curve, though single readings can be large; an effect the other way counts as inactive or inconclusive. Potency is the fitted concentration of half-maximal effect. A portion of the library, so the mix of outcomes need not match the whole.
# Below each SMILES – RECQ1 inh	TRb-SRC2 inh	SMN2 splice up	ALDH1A1 inh	JMJD2E inh	GoLoco inh red	TR SRC2 fluor cs	Lamin A splicing
> Cn1c(SCC(=O)Nc2cccc(S(=O)(=O)NC3=NCCCCC3)c2)nnc1-c1ccccc1
    -8%	3%	4%	0%	16%	12%	0%	8%[46 µM]
> COCOc1ccc(Br)cc1C(=O)[C@H]1O[C@H]1c1cccc(OC)c1
    i[11.5 µM]	1%[11.2 µM]	nt	1%[13.5 µM]	nt	nt	-2%[11.2 µM]	nt
> COC(=O)c1cc2occc2n1Cc1cccc(C)c1
    -4%	1%&-7%	?	2%	-1%	7%	?	nt
> CC(C)NC(=S)N1CCN(S(=O)(=O)c2cccc(C(F)(F)F)c2)CC1
    -5%	0%	?	6%	-7%	-1%	1%	-4%
> C=CCn1c(SCC(=O)c2c(N)n(C)c(=O)n(C)c2=O)nc2sc(C)c(C)c2c1=O
    -1%	11%	-2%	1%	1%	-2%	-1%	22%
> O=C(CCCc1ccccc1)NCc1ccc(F)cc1
    3%	-11%	3%	-5%	-1%	7%	0%	?
> CN(c1ccccc1C(=O)Nc1cccnc1)S(C)(=O)=O
    -8%	-12%	-3%	4%	9%	8%	0%	6%
> Cn1c(=O)n(C)c2cc(/C=N/NC(N)=S)ccc21
    -6%	-6%	?	1%	?	2%	-2%	-21%[46 µM]
> COc1ccc(C2NC(=S)NC(O)(C(F)(F)F)C2C(=O)c2cccs2)cc1 (stereo not given)
    ?	-1%	4%	10µM*	-10%	5%	1%	?
> Cc1ccccc1N(CC(=O)NC(C)(C)C)C(=O)CS(=O)CC(=O)Nc1ccc2c(c1)OCO2 (stereo not given)
    i	7%	9%	2%	1%	11%	0%	nt
> COc1c(C(=O)NNC(=O)c2ccccc2)csc1Br
    -5%	-5%	nt	4%	-5%	10%	-1%	nt
> C=CCSc1nc(C)c2cc(C)cc(C)c2n1
    3%	-9%	26%	-10%	-5%	-4%	-4%	0%
> Nc1cccc(B(O)O)c1
    -4%	-2%	-11%	?	?	4%	-5%	nt
> CCc1ccc(C(=O)OCC(=O)NCC(F)(F)F)cc1
    i	-5%	0%	-2%	9%	-1%	0%	?
> O=C(CSc1nc2ccccc2c(=O)n1NC(=O)Cc1ccccc1)NCc1ccco1
    -15%	4%	-6%	1%	-2%	-16%	1%	-7%
> CCOC(=O)CC1COc2ccccc2N1C(=O)c1ccc(F)cc1 (stereo not given)
    i	0%	-11%	10%	9%	7%	-5%	?
> CCOC(=O)CNc1c(-c2ccc(Cl)cc2)nc2cnccn12
    -14%	1%	4%	?	?	5%	-5%	-5%
> O=C(CCCN1C(=O)c2ccccc2C1=O)Nc1ccccc1C(=O)N1CCOCC1
    -8%	-14%	-3%	-5%	-2%	4%	0%	3%
> O=C1N=C(N2CCN(c3ccccc3)CC2)S/C1=C\c1cn[nH]c1-c1ccccc1
    0%	3%	-7%	5%	19%	4%	-3%	-7%
> COc1ccc(CN2CC(=O)N(c3ccc(C)cc3)C2=S)cc1OC
    -1%	-5%	-32%[inhibitor]	-1%	3%	-3%	1%	?
> COc1cccc(Nc2ncc3nc(-c4cc(F)cc(F)c4)c(=O)n(C[C@H]4CCCO4)c3n2)c1
    -1%	nt	nt	0%	nt	8%	nt	-3%
> C/C(CC(=O)N1CCCC1)=N\NC(=O)c1cc2ccccc2cc1O
    ?	7%	nt	nt	?	0%	-26%	nt
> Cc1cccc(NC(=O)c2ccccc2OCC(=O)c2ccccc2)c1
    i	8%	-21%	7%	2%	9%	7%	?
> CCOCCc1nnc(NC(=O)c2cccc(F)c2)s1
    -1%	10%	nt	1%	2%	nt	-1%	2%
> Cc1ccc(-c2cc(-c3ccc4c(c3)OCO4)c(C#N)c(N)n2)o1
    -9%	-1%	13%	?	?	23%	-2%	?
> CCOc1cccc(C(=O)Nc2cccc(C(=O)NC(C)(C)C)c2)c1
    1%	2%	-1%	-7%	3%	-8%	-1%	?
> Cn1c(SCC(=O)NCc2ccc3c(c2)OCO3)nnc1C1COc2ccccc2O1 (stereo not given)
    i	0%	19%	-11%	-10%	5%	-3%	1%
> O=C(Nc1cccc(NC(=O)c2ccc(-c3cccc(Br)c3)o2)c1)c1ccco1
    -12%	4%	-29%	-12%	?	18%	-1%	-1%
> CCC(NC(=O)c1ccccc1NC(=O)c1ccccc1)C(=O)NNC(=O)c1cccnc1 (stereo not given)
    -9%	0%	nt	?	-7%	14%	-2%	nt
> COc1ccc(-c2cc(C(=O)O)sc2C)cc1
    -4%	4%	-13%	7%	4%	8%	0%	nt
> Cc1cc(Nc2cccc(F)c2)n2nc(C)nc2n1
    3%	1%	-8%	-3%	-3%	-4%	-2%	-5%
> Cc1cc2nnc(SCC(=O)NCC3CCCO3)n2c2ccccc12 (stereo not given)
    i	2%	7%	-2%	-7%	6%	-1%	?
> CC(C)OP(=O)(OC(C)C)C(O)c1cccc([N+](=O)[O-])c1 (stereo not given)
    i	-7%	nt	nt	-3%	5%	-3%	nt
> CC(=O)OC1CC(c2cc(C(C)(C)C)c(O)c(C(C)(C)C)c2)=NO1 (stereo not given)
    -2%	0%	nt	nt	3%	3%	-1%	nt
> CCOC(=O)N1CCN(c2cc(=O)n(-c3cccc(Br)c3)c(=O)[nH]2)CC1
    -1%	0%	10%	?	3%	-9%	2%	-5%
> CC1CCCCN1CC(O)COCCC12CC3CC(CC(C3)C1)C2 (stereo not given)
    -2%	-5%	-7%	-1%	12%	10%	-9%	nt
> CC(=O)N1CC=CC1(CC(C)C)C(=O)NCc1cc(F)cc(C(F)(F)F)c1 (stereo not given)
    -5%&-9%	3%&8%	-10%&-1%	5%&-3%	-1%&3%	6%&2%	1%&2%	1%
> COc1ccc(NC(=O)CN2CCN(C(=S)NC3CCCC3)CC2)cc1
    -3%	5%	nt	nt	?	0%	-1%	nt
> Cc1cc(=O)n(C2CCS(=O)(=O)C2)[nH]1 (stereo not given)
    i	3%	nt	23%	22µM*	10%	-2%	nt
> COc1nc(N/N=C/c2ccc(-c3cccc([N+](=O)[O-])c3)o2)nc(N2CCOCC2)n1
    -5%	-7%	-20%	13%	5%	3%	-2%	-10%
> COc1cc(CCC(=O)OCC(=O)Nc2ncc(Cl)cc2Cl)cc(OC)c1OC
    -11%	-6%	-14%	-11%	-6%	23%	5%	2%
> Cc1cc(C)nc(NS(=O)(=O)c2ccc(NC(=O)c3ccco3)cc2)n1
    8%	-2%	-10%	9%	7%	7%	4%	18%
> Cc1cc(=O)n(-c2ccc(C(=O)O)cc2)[nH]1
    4%	-28%	-13%	?	?	-2%	-10%	nt
> COc1ccccc1NC(CC(=O)c1ccccc1)C(=O)OCC(=O)c1ccc(C)c(C)c1 (stereo not given)
    -6%	-2%	8.9µM*	7.1µM*	7%	-2%	-2%	-16%
> CCOC(=O)C1CCN(S(=O)(=O)c2ccc(NC(C)=O)c(Cl)c2)CC1
    i	-6%	nt	18%	-3%	1%	-1%	nt
> CC1CN(C(=O)c2cccc(C(=O)N3CC(C)OC(C)C3)c2)CC(C)O1 (stereo not given)
    -1%	3%	-22%	9%	-4%	6%	-6%	7%
> CC(=O)Nc1ccc(NC(=O)CN(C)CC(=O)Nc2ccccc2Br)cc1
    8%	-2%	10%	7%	2%	10%	0%	nt
> O=S(=O)(/N=C(/Nc1ccccn1)c1ccc(Cl)cc1)c1ccc(Cl)cc1
    -3%	0%	?	?	-2%	11%	-2%	?
> CCOC(=O)c1c(NC(=O)c2cccnc2)sc(C)c1C
    -4%	-4%	-6%	?	-9%	20%	-2%	-3%
> CCCCN(CCCC)CCNC(=O)Cc1nc2c(c(=O)[nH]c(=O)n2C)n1C
    5%	13%	?	-2%	0%	7%	1%	-6%

# The list continues.
# Below each SMILES – RECQ1 inh	TRb-SRC2 inh	SMN2 splice up	ALDH1A1 inh	JMJD2E inh	GoLoco inh red	TR SRC2 fluor cs	Lamin A splicing
> Cc1ccc(NC(=S)N2CCCC(c3nc4ccc(C)cc4[nH]3)C2)c(C)c1 (stereo not given)
    i	-34%[53 µM]	-4%	-3%	119%[activator]	-3%	1%[53 µM]	?
> O=C(CNC(=O)c1ccc(Oc2ccccc2)cc1)OCc1ccc(Br)cc1
    i	-4%	-13%	1%	4%	7%	-2%	9%
> CCn1c2ccccc2c2nnc(SCC(=O)Nc3cc(C)on3)nc21
    -7%	6%	8%	-13%	9%	-11%	1%	?
> COc1cc(OC)cc(C(=O)NCCNC(=O)c2ccco2)c1
    -2%	8%	-9%	8%	13%	-3%	0%	-9%
> COc1cc(OC)cc(C(=O)N[C@H](C(=O)Nc2ccc(S(=O)(=O)N(C)C)cc2)C(C)C)c1
    -16%	-6%	nt	?	-30%	0%	-1%	nt
> O=Nc1c2ccc[nH]c-2c2ccc([N+](=O)[O-])cc12
    4%	-3%	2%	10%	?	6%	-3%	nt
> COc1cc(/C=N/N2CCN(C3c4ccccc4-c4ccccc43)CC2)cc(OC)c1OC
    -2%	-6%	-10%	11%	-5%	-2%	1%	-12%
